V1aR counter = agonists of human V1a receptor, primary screen, counter-screen for OXTR agonist project, fluorescence, CHO-V1R cells; activation, % at 3 µM; Fluo-8 calcium fluorescence, agonist mode; 0% DMSO, 100% 3 nM vasopressin; Vasopressin V1a receptor (Homo sapiens), P37288; 320,000 tested, 0.25% active;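 active means activation above the mean activation of all tested compounds plus 3 SD, per screening run, cut at about 20% in these data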;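 further: signal is peak over basal fluorescence ratio across a 100 second FLIPR read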
HCV NS3 hel inh = inhibitors of HCV NS3 helicase, primary screen, biochemical, Cy5 molecular beacon fluorescence; NS3 helicase DNA unwinding; inhibition, % at 10.9 µM; 290,000 tested, 0.56% active; AID 1800, 2009;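 active means inhibition above the mean of all tested compounds plus 3 SD, set per campaign, cut at about 35% in these data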;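 further: 0% = DMSO wells and 100% = thioflavine S control wells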
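Control set: DMSO versus 110 µM thioflavine S; Material: NS3 helicase fragment of HCV; Measured by: Cy5 fluorescence at 0 and 60 min, beacon hairpin quenching; Read-out basis: percent inhibition from t60/t0 fluorescence ratio; Times: reaction time 60 min, 25 °C; Repeats: single replicate; Compound dosing: single dose, 10.9 µM nominal final, DMSO 0.8% final.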
DNA FID counter = compounds displacing fluorescent DNA intercalator, primary screen, artefact control for HCV NS3 helicase inhibitor project, biochemical, FID fluorescence; DNA fluorescent intercalator displacement; inhibition, % at 7.9 µM; 290,000 tested, 0.17% active; AID 1845, 2009; in the data active means inhibition above about 37%;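 further: 0% = vehicle and 100% = reference compound; higher means more ethidium bromide displaced from hairpin DNA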
IMP-1 inh = IMP-1 metallo-beta-lactamase inhibitors, primary screen, biochemical, epi-absorbance readout, Pseudomonas aeruginosa enzyme. metallo-beta-lactamase IMP-1 (Pseudomonas aeruginosa). purified IMP-1, nitrocefin hydrolysis, epi-absorbance fluorescence. inhibition, % at 5.6 µM. 290,000 tested, 0.45% active. AID 1556, 2009;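 active means inhibition above the mean plus 3 SD of all compounds in the same screening run, cut at about 4.5% in these data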;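 further: 0% = IMP-1 with DMSO and 100% = DMSO wells lacking enzyme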
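System: Purified IMP-1 | Read-out basis: Percent enzyme inhibition | Controls: IMP-1 with DMSO as 0%, enzyme-free DMSO as 100% | Replicates: One well per compound | Doses: 5.6 µM nominal single concentration | Detection: Epi-absorbance fluorescence, 480 nm excitation, 530 nm emission | Incubation: 25 °C, 15 min preincubation, 25 min reaction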
GalR3 antag = GalR3 antagonists in HEK293 cells, primary screen, cell-based, fluorescence readout; HEK293 GalR3-CNG cAMP membrane potential fluorescence; galR3 body fused to GalR1 C-terminus; inhibition, % at 3 µM; 360,000 tested, 0.44% active; AID 651719, 2012;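 active means inhibition above the screen-wide average plus 3 SD, cut at about 13% in these data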;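 further: forskolin and galanin both at EC90 stimulate the cells; cAMP rise reported by CNG channel membrane potential dye signal; 0% = forskolin plus galanin with DMSO and 100% = forskolin alone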
Target sequence (O60755 1-299 limits assumed): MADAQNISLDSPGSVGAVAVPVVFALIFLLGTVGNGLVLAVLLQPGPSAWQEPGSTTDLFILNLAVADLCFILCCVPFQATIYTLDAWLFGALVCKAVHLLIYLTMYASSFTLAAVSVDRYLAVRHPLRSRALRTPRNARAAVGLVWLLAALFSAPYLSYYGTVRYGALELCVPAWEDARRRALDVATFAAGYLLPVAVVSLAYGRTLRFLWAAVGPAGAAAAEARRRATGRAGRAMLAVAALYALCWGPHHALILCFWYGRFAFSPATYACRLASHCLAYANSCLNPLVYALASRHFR
VIM-2 inhibitor = VIM-2 metallo-beta-lactamase inhibitors, primary screen, biochemical, epi-absorbance readout, Pseudomonas aeruginosa enzyme | 290,000 tested, 0.89% active | AID 1527, 2009 | inhibition, % at 5.6 µM | purified VIM-2, nitrocefin hydrolysis, epi-absorbance fluorescence;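 active means inhibition above the mean of all tested compounds plus 3 SD, cutoff set per screening run, cut at about 7.5% in these data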;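 further: red hydrolysis product quenches plate fluorescence so inhibitors raise well fluorescence; 0% = enzyme with DMSO and 100% = DMSO without enzyme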
PHOSPHO1 block = PubChem AID 1565; Phosphoethanolamine/phosphocholine phosphatase (Homo sapiens), Q8TCT1; recombinant PHOSPHO1, absorbance phosphatase assay; inhibition, % at 13.3 µM; 290,000 tested, 1.1% active; in the data active means inhibition above about 60%
Target sequence (Q8TCT1 whole entry, looked up): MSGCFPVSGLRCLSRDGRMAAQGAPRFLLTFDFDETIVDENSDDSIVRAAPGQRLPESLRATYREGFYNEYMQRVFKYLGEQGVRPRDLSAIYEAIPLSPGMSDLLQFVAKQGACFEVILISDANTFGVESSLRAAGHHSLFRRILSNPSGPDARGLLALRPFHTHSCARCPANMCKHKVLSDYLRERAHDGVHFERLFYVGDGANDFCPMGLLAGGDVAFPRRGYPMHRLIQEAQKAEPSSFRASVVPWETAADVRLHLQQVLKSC
OXTR agonist = human OXTR agonists, primary screen, fluorescence, CHO-OTR cells, Fluo-8 calcium; Fluo-8 calcium fluorescence; normalized: DMSO 0%, oxytocin 100%; activation, % at 3 µM; 320,000 tested, 0.32% active; AID 2435, 2010;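 active means activation above the mean of all tested compounds plus 3 SD, cutoff set per screening run, cut at about 20% in these data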;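 further: peak over basal fluorescence ratio from a 100 s FLIPR kinetic read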
Target sequence (P30559 whole entry, looked up): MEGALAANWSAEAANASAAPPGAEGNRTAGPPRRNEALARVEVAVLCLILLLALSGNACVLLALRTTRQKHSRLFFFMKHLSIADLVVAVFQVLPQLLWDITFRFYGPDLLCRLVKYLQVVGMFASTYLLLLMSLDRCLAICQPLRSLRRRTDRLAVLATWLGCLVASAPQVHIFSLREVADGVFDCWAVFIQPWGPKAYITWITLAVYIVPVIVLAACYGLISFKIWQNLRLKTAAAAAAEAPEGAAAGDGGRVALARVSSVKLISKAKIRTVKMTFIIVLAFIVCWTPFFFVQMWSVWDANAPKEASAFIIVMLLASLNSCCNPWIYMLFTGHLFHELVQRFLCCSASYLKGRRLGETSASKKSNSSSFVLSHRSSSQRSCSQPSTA
GPR7 antag = GPR7 receptor antagonists, primary screen, cell-based, fluorescence, single concentration; GPR7-expressing cells, fluorescence antagonist assay; inhibition, % at 4.4 µM; 290,000 tested, 1.1% active; AID 1861, 2009; in the data active means inhibition above about 16%, passing the limit was not always enough;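 further: cells stimulated with the agonist NPW; 0% = agonist with vehicle and 100% = vehicle without agonist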
Active calls of the source: *; x = no result given.

SMILES	V1aR counter	HCV NS3 hel inh	DNA FID counter	IMP-1 inh	GalR3 antag	VIM-2 inhibitor	PHOSPHO1 block	OXTR agonist	GPR7 antag
COc1ccc(/C=N\NC(=O)c2cc(O)c(O)c(O)c2)cc1COc1ccc(C(=O)OCC(C)C)cc1	-0.6	39*	-16	-2.3	1	-0.1	-7	-0.3	26
CC1CCc2nc(NC(=O)c3ccc(S(=O)(=O)N4CCCc5ccccc54)cc3)sc2C1 (stereo not given)	0.7	4	0	-0.8	-7	-1.1	16	0.7	14
CC(C)CC1NC(=O)N(CC(=O)c2ccc3c(c2)OCCO3)C1=O (stereo not given)	0.3	1	-10	-2.1	-3	0.7	-7	0.1	-11
CCN=c1scc(C)n1/N=C/c1cc(Br)c(O)c(OC)c1	0.8	7	-3	-4.4	6	-3.0	-5	0.2	-24
CC(C)Cn1c(-c2ccccc2F)n[nH]c1=S	-0.4	2	-8	1.4	-1	19*	-17	-0.3	-10
CCc1nc2sc3c(c2c(=O)n1N)CC(C)(C)OC3	-0.8	5	1	1.5	-3	0.4	-10	0.9	-7
Cc1cccc(NC(=O)CCc2c(C)nc3ncnn3c2C)n1	-0.7	-8	-6	-2.7	0	-6.0	0	-1.4	-2
CC(Oc1cc2oc(=O)c3c(c2cc1Cl)CCCC3)C(=O)NCc1ccccn1 (stereo not given)	4.2	5	-44	-4.9	0	6.1	16	0.8	-21
O=S1(=O)CCN(Cc2csc(-c3cccs3)n2)CC1	-1.5	-2	-3	-0.1	-2	1.5	42	-1.3	-3
CCn1c(C)c(C)c2cc(C(=O)NCCN3CCOCC3)ccc21	-0.3	3	-5	-1.8	0	-3.0	16	0.3	-18
O=c1c([N+](=O)[O-])c(N2CCCCCC2)c2ccccc2n1-c1ccccc1	-0.7	14	-5	0.4	-4	-1.0	0	-1.0	-13
O=C1CC(c2cccc(F)c2)c2c(c3ccccc3[nH]c2=O)O1 (stereo not given)	0.9	7	4	-3.3	-7	-0.1	8	-0.6	-14
CN(C(=O)COC(=O)C1CCN(S(=O)(=O)c2cccs2)CC1)c1ccccc1	2.6	-8	-28	0.4	1	-0.5	-7	1.4	-3
O=C(CN1CCN(c2ccc(F)cc2)CC1)N1N=CCC1c1ccccc1 (stereo not given)	0.3	5	-11	-1.3	-3	-1.0	22	0.8	-2
CN(Cc1cnn(C)c1)Cc1nc(C(c2ccccc2)c2ccccc2)no1	-0.1	12	-25	-0.7	-3	-3.3	40	-1.7	-19
CN(C)C(=O)c1ccccc1Sc1cc(Cl)ccc1Cl	-1.6	-4	-23	-2.8	2	-1.9	27	-2.2	-14
O=C(CCNC(=O)N1CCn2c1nc1ccccc12)NCc1ccc(F)cc1	1.3	-2	-14	-2.5	-8	-4.5	22	-1.0	3
COc1cccc(CNS(=O)(=O)c2c(C)nc3scc(C)n3c2=O)c1	-0.2	-3	-4	0.2	-8	0.2	7	0.8	-3
OC(CNCc1ccccc1Cl)C(F)(F)F (stereo not given)	-0.4	-8	0	-3.2	-4	-2.6	18	0.1	-15
COc1ccc(N2CCN(C(CNS(=O)(=O)c3ccccc3)c3ccccc3)CC2)cc1 (stereo not given)	-0.2	-10	-5	-0.4	2	-1.0	24	-0.8	-16
FC(F)(F)c1cnc(NNC(=S)Nc2ccc(Cl)cc2)c(Cl)c1	11	-1	-7	-3.2	-2	-5.7	-8	15	-15
O=C(CCCc1c[nH]c2ccccc12)Nc1ncccc1O	x	1	-6	-2.5	-3	-1.9	17	x	10
O=S(=O)(N/N=C/c1ccc2c(c1)OCCO2)c1ccccc1	-0.1	2	1	-0.6	-7	-3.5	24	-0.1	0
CCOC(Cn1c(CCCO)nc2ccccc21)OCC	0.0	4	-2	-3.6	-3	-3.8	-14	0.1	-5
N=c1oc2ccccc2cc1C(=O)Nc1ccc(F)cc1	x	-10	-6	-1.3	-8	-0.5	20	x	-11
Cc1coc2c(C)c3oc(=O)c(CCC(=O)N(C)CC(=O)O)c(C)c3cc12	0.7	12	-36	-3.9	-3	3.0	20	-0.2	-26
CCCCOC(=O)c1ccc(NC(=O)c2cnc3n(c2=O)CCS3)cc1	5.1	-1	5	0.5	-4	1.4	-6	2.5	-2
CCN(CC)c1ccc(NC(=O)CN2C(=O)CC(C)(C)S(=O)(=O)c3ccccc32)c(C)c1	0.2	-8	-23	-1.9	1	-4.2	30	0.8	-7
Cc1ccc(S(=O)(=O)NCCCNS(=O)(=O)c2ccccc2)cc1	3.6	2	-10	-3.2	-11	-1.5	-2	5.2	-21
COc1cccc(-c2cc(C(=O)N3N=C(C)CC3(O)C(F)F)c3ccccc3n2)c1 (stereo not given)	-0.6	11	-19	-1.6	-5	-3.9	-1	-0.1	2
CCOC(=O)c1sc(C)c2c(=O)n(CC(=O)c3ccc(Br)cc3)nnc12	-1.3	-1	2	-1.5	5	-0.7	19	-2.9	-10
O=C(c1ccc2c(c1)OCO2)C1CCCN(Cc2ccc3cccc(F)c3n2)C1 (stereo not given)	1.0	-12	8	-3.8	-6	-5.8	-15	-0.5	-13
Cc1ccc(NC(=O)CSc2nnc(Cc3cccn3C)n2-c2ccc(F)cc2)cc1	-0.3	7	-36	-4.1	-5	-4.8	-3	-1.2	-7
O=C1C2C3C=CC(C3)C2C(=O)N1c1nccs1 (stereo not given)	0.8	0	-4	-7.7	3	-4.3	0	0.5	-6
CCOC(=O)C1CCCCN1Cc1cn[nH]c1-c1ccc(F)cc1F (stereo not given)	-0.9	3	-3	-0.6	3	-0.6	44	-0.5	-16
CCOC(=O)/C(C#N)=C\c1ccco1	0.7	-3	-2	-1.8	-1	-2.7	14	-0.2	-8
O[C@@H]1COC(Nc2ccc(N=Nc3ccccc3)cc2)C[C@@H]1O (stereo not given in full)	0.9	-10	-4	-3.4	-3	-3.1	37	2.6	-6
Cc1ccc2c(c1C)NC(=O)C21N2CCCC2C(C(=O)c2ccc3ccccc3c2)C12C(=O)Nc1ccccc12 (stereo not given)	x	-15	-14	-2.2	1	-3.2	30	x	-11
COc1ccc(Cl)cc1NC(=O)CSc1nc(NS(=O)(=O)c2ccccc2)cc(=O)[nH]1	x	20	-11	-4.1	-11	-4.2	17	x	-4
Cc1cc(=O)[nH]c(SCC(=O)NC2CCCc3ccccc32)n1 (stereo not given)	-0.2	-1	-3	-1.9	-4	-2.9	15	-0.2	-7
Cc1ccc(NC(=O)C(=O)NCc2ccccn2)cc1	-0.1	-6	-4	-0.8	-2	-2.5	-20	-1.2	7
CCOC(=O)c1cnc(-n2nc(C)cc2C)nc1NNc1ncc(-c2ccccc2)cn1	-1.6	-10	-2	1.4	x	-2.7	30	-1.6	-7
O=[N+]([O-])c1cc(C(F)(F)F)cc([N+](=O)[O-])c1Sc1n[nH]c(C(F)(F)F)n1	-1.2	9	3	-1.9	6	-1.1	12	-1.5	-4
COc1ccc(C(=O)/C=C/C(=O)N(Cc2ccc3c(c2)OCO3)C(C(=O)NC2CCCCC2)c2ccncc2)c(O)c1 (stereo not given)	0.8	-23	-32	0.9	-5	-0.6	8	-1.4	-3
O=C(COC(=O)c1cc(Cl)ccc1Cl)NCCN1C(=O)CSC1=O	1.4	6	-3	-3.6	-3	-2.1	-8	-0.2	-8
COCc1ccc(C(=O)N2CCCC(C(=O)c3cc(F)ccc3F)C2)s1 (stereo not given)	2.9	-3	-26	-2.3	-5	-4.3	20	-0.4	-11
COCCCn1c(-c2ccc(S(=O)(=O)N3CCOCC3)cc2)csc1=Nc1ccccc1	1.1	4	-1	0.3	5	-2.3	69*	2.1	-10
CCc1c(C)sc(NC(=O)c2ccc(Br)o2)c1C(=O)OC	-0.5	4	8	-0.8	-1	1.2	-2	-1.0	15
N#CCCN/N=C(/Cc1nc2ccccc2[nH]1)c1cccc(Cl)c1	-0.3	0	-4	-2.0	-2	-2.7	8	0.6	-8
Cc1ccccc1-c1cc(=O)c2c(O)cccc2o1	-0.7	x	x	x	-6	x	-1	-2.0	x

Shown as comma-separated lines: entries from further up
SMILES,V1aR counter,HCV NS3 hel inh,DNA FID counter,IMP-1 inh,GalR3 antag,VIM-2 inhibitor,PHOSPHO1 block,OXTR agonist,GPR7 antag
Cc1ccc(NC(=O)C(=O)NCc2ccccn2)cc1,-0.1,-6,-4,-0.8,-2,-2.5,-20,-1.2,7
CCOC(=O)c1cnc(-n2nc(C)cc2C)nc1NNc1ncc(-c2ccccc2)cn1,-1.6,-10,-2,1.4,x,-2.7,30,-1.6,-7
O=[N+]([O-])c1cc(C(F)(F)F)cc([N+](=O)[O-])c1Sc1n[nH]c(C(F)(F)F)n1,-1.2,9,3,-1.9,6,-1.1,12,-1.5,-4
COc1ccc(C(=O)/C=C/C(=O)N(Cc2ccc3c(c2)OCO3)C(C(=O)NC2CCCCC2)c2ccncc2)c(O)c1 (stereo not given),0.8,-23,-32,0.9,-5,-0.6,8,-1.4,-3
O=C(COC(=O)c1cc(Cl)ccc1Cl)NCCN1C(=O)CSC1=O,1.4,6,-3,-3.6,-3,-2.1,-8,-0.2,-8
COCc1ccc(C(=O)N2CCCC(C(=O)c3cc(F)ccc3F)C2)s1 (stereo not given),2.9,-3,-26,-2.3,-5,-4.3,20,-0.4,-11
COCCCn1c(-c2ccc(S(=O)(=O)N3CCOCC3)cc2)csc1=Nc1ccccc1,1.1,4,-1,0.3,5,-2.3,69*,2.1,-10
CCc1c(C)sc(NC(=O)c2ccc(Br)o2)c1C(=O)OC,-0.5,4,8,-0.8,-1,1.2,-2,-1.0,15
N#CCCN/N=C(/Cc1nc2ccccc2[nH]1)c1cccc(Cl)c1,-0.3,0,-4,-2.0,-2,-2.7,8,0.6,-8
Cc1ccccc1-c1cc(=O)c2c(O)cccc2o1,-0.7,x,x,x,-6,x,-1,-2.0,x

Assay outcomes deposited in PubChem BioAssay by several laboratories.
